# Screening data from PubChem.
# PostGolgi yeast: phenotypic screen on post-Golgi transport, primary screen. post-Golgi transport phenotypic cell assay. inhibition, % at 10 µM. actives 0.9% (n = 98,000). AID 739, 2007; in the data active = inhibition above about 30%;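 note: yeast cells grown in 1536-well plates; yeast grown about 18 h at 30C before absorbance read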
# CYP2C9 inh: blockers of cytochrome P450 2C9 activity – biochemical, luminescence, ADME assay, primary screen. inhibition, % at 5 µM. CYP2C9 Supersomes, luciferin-H conversion. P11712. actives 20% (n = 96,000);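 active = blocking of liver enzyme CYP2C9 beyond about 50% at 5 µM, limit read from the data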; note: values of inactives mirror those of a sister screen read the other way
# Target sequence (P11712 whole entry, looked up): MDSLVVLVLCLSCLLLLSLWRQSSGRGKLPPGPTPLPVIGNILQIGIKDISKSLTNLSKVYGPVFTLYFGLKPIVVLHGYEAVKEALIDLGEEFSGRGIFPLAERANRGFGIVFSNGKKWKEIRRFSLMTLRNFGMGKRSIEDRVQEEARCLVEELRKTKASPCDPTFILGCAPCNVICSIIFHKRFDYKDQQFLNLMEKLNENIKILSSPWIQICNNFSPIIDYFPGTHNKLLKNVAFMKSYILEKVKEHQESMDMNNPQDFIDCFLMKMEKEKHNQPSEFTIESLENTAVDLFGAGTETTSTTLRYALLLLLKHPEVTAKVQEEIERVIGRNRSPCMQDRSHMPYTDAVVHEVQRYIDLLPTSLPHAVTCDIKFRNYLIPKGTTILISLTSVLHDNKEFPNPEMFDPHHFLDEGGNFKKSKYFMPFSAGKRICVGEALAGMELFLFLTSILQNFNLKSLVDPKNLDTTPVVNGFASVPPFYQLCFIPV
# EphB4 ephrin blk: EphB4-ephrin-B2 interaction antagonists, primary screen, biochemical, TNYL-RAW peptide probe, fluorescence polarization. Ephrin type-B receptor 4 (Homo sapiens), P54760. EphB4 LBD / TNYL-RAW-Alexa532 peptide. inhibition, % at 7 µM. actives 0.15% (n = 97,000);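 active = inhibition above the screen-wide mean inhibition plus 3 SD, cut at about 15% in these data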;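 note: 0% = DMSO wells and 100% = excess unlabeled TNYL-RAW peptide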
# Ecoli WT expand: growth inhibitors of wild-type E. coli, primary screen, strain BW25113, expanded library, OD600 | OD600 absorbance | growth inhibition, % at 100 µM | actives 0.15% (n = 98,000);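 active = growth inhibition above about 50% at one test dose, limit read from the data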;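 note: growth measured after 20 h incubation at 37 °C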
# CYP2C9 act: human CYP2C9 activators, primary screen, biochemical, luminescence. AID 1024, 2008. recombinant CYP2C9, luciferin-H conversion; stronger effect = higher value; factor 1 = untreated enzyme, 0 = blocked. activation factor at 5 µM. actives 1.4% (n = 96,000). Cytochrome P450 2C9 (Homo sapiens), P11712;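 active = activation factor of 2 or more for CYP2C9 at a 5 µM dose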;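 note: 0 = sulfaphenazole-blocked wells and 1 = vehicle-only wells; values of inactives mirror those of a sister screen read the other way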
# PTK2B oligo ant: antagonists of Pyk2 self-association, primary screen, Q293 cells, FERM NanoBiT luminescence, HTS; Protein-tyrosine kinase 2-beta (Homo sapiens), Q14289; stronger effect = lower value; z-score (the deposit names both 25 µM and 10 µM); actives 0.83% (n = 99,000); AID 1347419, 2020;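 active = Z-score of -3 or lower, scaled per plate to the spread of control and sample wells; inactive = z-score above -3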;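 note: negative z-score means lost luminescence so less FERM oligomerization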
# CYP2C19 activ: human CYP2C19 activators, primary screen, biochemical, luminescence; Cytochrome P450 2C19 (Homo sapiens), P33261; recombinant CYP2C19, luciferin-H EGE luminescence; stronger effect = higher value; 0 = fully inhibited enzyme, 1 = untreated enzyme; activation factor at 5 µM; 96,000 tested, under 10 active;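 active = activation factor of at least 2 at 5 µM in the primary screen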;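 note: 0 = wells with 2.5 mM tranylcypromine and 1 = vehicle-only wells; values of inactives mirror those of a sister screen read the other way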
# Target sequence (P33261 whole entry, looked up): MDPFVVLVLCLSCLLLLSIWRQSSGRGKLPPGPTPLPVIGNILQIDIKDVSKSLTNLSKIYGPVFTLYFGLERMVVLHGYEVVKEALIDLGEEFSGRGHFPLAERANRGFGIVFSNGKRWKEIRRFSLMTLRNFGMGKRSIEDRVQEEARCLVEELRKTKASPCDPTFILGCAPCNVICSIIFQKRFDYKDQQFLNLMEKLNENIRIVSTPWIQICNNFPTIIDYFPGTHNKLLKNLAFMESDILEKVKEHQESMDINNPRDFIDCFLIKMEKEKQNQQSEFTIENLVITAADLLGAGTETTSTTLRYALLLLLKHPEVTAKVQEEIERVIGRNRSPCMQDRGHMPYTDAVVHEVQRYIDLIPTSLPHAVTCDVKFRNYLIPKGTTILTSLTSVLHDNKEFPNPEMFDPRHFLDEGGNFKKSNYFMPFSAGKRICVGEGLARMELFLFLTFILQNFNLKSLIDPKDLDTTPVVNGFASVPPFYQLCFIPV
# CYP2C19 inhib: blockers of cytochrome P450 2C19 activity – biochemical, luminescence, ADME assay, primary screen. inhibition, % at 5 µM. P33261. CYP2C19 Supersomes, luciferin-H EGE luminescence, 30 min. actives 21% (n = 96,000);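 active = CYP2C19 inhibition above a set limit at 5 µM in the primary screen, cut at about 50% in these data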;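 note: plate controls were negative control wells for no effect and 2.5 mM tranylcypromine positive control for full effect; values of inactives mirror those of a sister screen read the other way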
# PLAP activator: PLAP enzyme activators, biochemical, luminescence, HTS. Alkaline phosphatase, placental type (Homo sapiens), P05187. purified PLAP enzyme, luminescent substrate read-out; stronger effect = higher value. activation fold at 20 µM. actives 1.2% (n = 96,000); in the data active = activation fold above about 2
# * marks the source's active call; other numbers are inactive results; · = no result given.
SMILES,PostGolgi yeast,CYP2C9 inh,EphB4 ephrin blk,Ecoli WT expand,CYP2C9 act,PTK2B oligo ant,CYP2C19 activ,CYP2C19 inhib,PLAP activator
CCc1ccc(N(C(=O)C(F)(F)F)C(C(=O)NC2CCCCC2)c2ccncc2)cc1 (stereo not drawn),-13,-1,0,-10,1,-0.72,0.9,9,1
O=C(Cn1cnc2ccccc2c1=O)OCC(=O)c1ccc2c(c1)OCCO2,7,19,-4,1,0.8,1.3,1,3,1
Cc1ccc2nc(C)cc(NCCO)c2c1,-8,-27,-3,-4,1.3,-0.21,1.2,-21,1.1
CC1CC1C(=O)OCC(=O)NCc1ccccc1Cl (stereo not drawn),-5,8,8,6,0.9,0.16,0.1,88*,1.2
Cc1ccc2[nH]c3c(=O)n(Cc4ccccn4)cnc3c2c1,7,2,-6,-2,1,0.5,1,-1,0.8
CC(c1ccccc1)N1CCn2c(nc3cc(NC(=O)NC4CCCCC4)ccc32)C1 (stereo not drawn),-3,31,6,-3,0.7,-0.23,0.9,12,2.9*
Cn1cccc1Cc1nnc(SCC(=O)Nc2cccc(F)c2)n1-c1ccc(F)cc1,-2,22,·,4,0.8,·,0.7,29,1.4
CC1=CC(C)(C)NC(=S)N1c1cccc(C)c1,-4,6,4,5,0.9,2.5,0.6,44,1
CCOC(=O)c1c(NC(=O)c2ccccc2C)sc2c1CC(C)(C)OC2,0,77*,-3,-5,0.2,-1.4,0.5,47,1.8
CCn1c(N2CCN(C(=S)NC)CC2)nc2ccccc21,-2,33,3,2,0.7,0.61,0.3,66*,1
Cn1c(=O)[nH]c(=O)c2c1nc(OC(=O)c1ccccc1)n2CC(O)COc1ccccc1 (stereo not drawn),-2,-9,-2,-3,1.1,0.14,1,-1,1.5
O=C(NN=C1c2ccccc2-c2ccccc21)c1ccccn1,-7,-14,0,-4,1.1,-0.98,0.9,11,1.5
COc1ccc(OC)c2c1sc(=NC(=O)C(C)C)n2C,-4,71*,-2,-18,0.3,·,0.3,71*,1.2
COc1ccc(N(CCC#N)S(=O)(=O)c2ccc(Cl)cc2)cc1,2,20,-3,-1,0.8,-0.64,0.5,50,1.3
Cc1ccc(N(C(=O)c2ccncc2)C2C=CS(=O)(=O)C2)cc1 (stereo not drawn),12,-9,0,-7,1.1,·,1.1,-8,1
O=C(Cn1nnc(-c2ccccc2)n1)OC1CCOC1=O (stereo not drawn),-15,8,2,0,0.9,0.04,0.9,13,0.9
Cc1cc(C)nc(Sc2nc(C)nc3c2oc2ccccc23)n1,-1,0,-10,-1,1,-0.94,0.6,42,1.4
CCCC(=O)Nc1ccc(NC(=O)c2ccccc2Cl)nc1,-2,-7,-2,8,1.1,0.51,0.9,8,1
CC1(C)CC(=O)C2=C(C1)N=C1SCCC(=O)N1C2c1ccccc1 (stereo not drawn),-1,13,-16,-10,0.9,1.1,0.7,32,1.2
CCOC(=O)C1(S(=O)(=O)c2ccc(Cl)cc2)CCN(Cc2ccccc2)CC1,2,22,-3,-3,0.8,-0.91,0.6,42,1.3
COCCNC(=O)Nc1ccc2c(c1)N(C)C(=O)CS2,-4,16,1,3,0.8,0.32,1,5,1.4
CC(C)n1c(=O)c2c(O)cc(=O)oc2c2ccccc21,-5,16,1,8,0.8,1.3,1,-1,1.1
CC(C)N(C(=O)COC(=O)c1ccccc1C(=O)N1CCN(c2ccc(F)cc2)CC1)C(C)C,-2,40,4,4,0.6,0.5,0.6,44,1.5
COc1ccc(-c2cc(C(=O)Nc3nc4c(C)cccc4s3)c3ccccc3n2)cc1OC,-2,35,2,-13,0.6,1.2,1,-4,1.4
CC1(C)Cc2ccccc2C(NNC(=O)c2ccccn2)=N1,7,2,-4,8,1,-0.24,1,-5,·
S=C(N/N=C/c1ccccc1Cl)Nc1ccccc1,6,-43,-1,-7,1.4,0.64,1,1,0.8
CCOC(=O)N1CCN(C(=O)CSCC(=O)Nc2nc(-c3ccc4c(c3)OCO4)cs2)CC1,-2,73*,-3,0,0.3,-1.7,0.6,42,0.9
CCN1CCN(C(=O)Nc2cccc(C(F)(F)F)c2)CC1,5,-1,6,0,1,-0.24,1,4,0.9
COC(=O)c1ccc(Sc2nnnn2-c2ccccc2)c([N+](=O)[O-])c1,8,-7,12,6,1.1,-0.64,0.3,66*,0.9
COc1ccc(CCNS(=O)(=O)c2cccs2)cc1,3,90*,4,7,0.1,-0.31,0,99*,0.9
CCCc1ccc(-c2c(C)sc(NC(=O)c3ccnn3C)c2C#N)cc1,-9,44,9,-12,0.6,-2.1,0.8,24,1.5
O=C(OCn1cncn1)c1ccc(Cl)cc1Cl,3,38,6,1,0.6,1.2,0.5,50,1.3
COc1ccc(OC)c(C2C(C(=O)c3cc4ccccc4o3)=C(O)C(=O)N2c2cc(C)on2)c1 (stereo not drawn),24,47,5,-1,0.5,-1.6,1.1,-12,1.3
CCn1c(CCNC(=O)c2ccc(F)cc2)nc2ccccc21,1,-230,-1,-6,3.3*,·,0.1,95*,1.2
O=C(CCNS(=O)(=O)c1cccc2nsnc12)NCCC1=CCCCC1,16,25,·,2,0.7,0.04,0.6,38,1.3
CCC(=O)Nc1cccc(-c2cnc3ccccc3n2)c1,-1,-15,1,4,1.1,-0.23,0.5,51*,1.3
Cc1onc(-c2ccccc2Cl)c1C(=O)Nc1nnc(Cc2ccc(Cl)cc2)s1,-3,88*,2,-13,0.1,-2.9,0.9,10,1.3
Cc1cc(C)n2nc(C(=O)Nc3nnc(C4CC4)s3)nc2n1,3,2,-2,-3,1,0.18,1.1,-7,1
CSC1=NCCN1C(=O)C(C)Oc1ccccc1 (stereo not drawn),-6,41,·,4,0.6,·,1,-4,0.9
O=c1c2ccc([N+](=O)[O-])c3cccc(c32)c2nc3ccccc3n12,-4,26,-4,0,0.7,·,0.9,5,0.9
Cc1cnn(CCC(=O)NNC(=S)Nc2ccccc2)c1,-4,7,0,5,0.9,0.42,1,3,1.9
CC(C)(C)c1ccc(S(=O)(=O)NCC(=O)Nc2sc3c(c2C(N)=O)CCCC3)cc1,24,55*,-3,-7,0.4,2,0.9,6,1.1
COc1ccc(C(=S)N2CCN(C)CC2)cc1Br,14,-247,3,4,3.5*,1.4,0.5,51*,1.1
COc1ccc(CCNC(=O)CSc2nnnn2-c2ccccc2OC)cc1OC,-10,29,-8,5,0.7,·,0.7,32,1.1
CCCCCCCCNc1ncnc2ccccc12,44*,82*,-8,43,0.2,-0.26,0.2,79*,10
Cc1ccc(S(=O)(=O)NCCSC(C)(C)C)cc1,-6,24,1,6,0.8,0.72,0.9,12,0.9
Cc1cc(NC(=O)CSc2nnnn2C2CCCC2)no1,-3,-9,6,12,1.1,0.68,0.7,26,1.4
Nc1nc(SCC(=O)Nc2ccc(Br)cc2F)n[nH]1,13,49,4,14,0.5,-0.84,0.1,93*,2*

# Some of the entries above, set out differently.
Molecule | PostGolgi yeast | CYP2C9 inh | EphB4 ephrin blk | Ecoli WT expand | CYP2C9 act | PTK2B oligo ant | CYP2C19 activ | CYP2C19 inhib | PLAP activator
Cc1ccc(S(=O)(=O)NCCSC(C)(C)C)cc1 | -6 | 24 | 1 | 6 | 0.8 | 0.72 | 0.9 | 12 | 0.9
Cc1cc(NC(=O)CSc2nnnn2C2CCCC2)no1 | -3 | -9 | 6 | 12 | 1.1 | 0.68 | 0.7 | 26 | 1.4
Nc1nc(SCC(=O)Nc2ccc(Br)cc2F)n[nH]1 | 13 | 49 | 4 | 14 | 0.5 | -0.84 | 0.1 | 93* | 2*

# Other structures:
SMILES,PostGolgi yeast,CYP2C9 inh,EphB4 ephrin blk,Ecoli WT expand,CYP2C9 act,PTK2B oligo ant,CYP2C19 activ,CYP2C19 inhib,PLAP activator
c1csc(C(c2nnnn2C2CCCC2)N2CCOCC2)c1 (stereo not drawn),-3,-13,·,2,1.1,-0.46,1.1,-8,1.1
CCC(=O)N/C(N)=N/c1nc(C)c2cc(OC)ccc2n1,4,-3,8,18,1,1.9,1,2,1
Cc1ccc2c(c1)cc(CN(CCc1ccccc1)C(=O)N1CCOCC1)c1nnnn12,3,64*,5,-9,0.4,0.83,0.5,53*,1.7
O=C1CN(C(=O)c2ccc(Br)o2)C(c2ccccc2)c2cc(F)ccc2N1 (stereo not drawn),-2,40,0,0,0.6,·,0.8,22,1.1
CCC(=O)Nc1ccccc1C(=O)OCC(=O)c1ccccc1,4,91*,-2,-4,0.1,-0.95,0.3,73*,·
O=C(NC1CCSC1=O)c1ccccc1 (stereo not drawn),1,8,-2,7,0.9,0.21,1,1,1
C=CCN(c1ccccc1)S(=O)(=O)c1ccc2c(c1)oc(=O)n2C,-1,22,4,-8,0.8,·,0.1,87*,0.8
O=C(CCc1nc(-c2ccccc2)no1)NCCc1ccccc1,0,36,7,7,0.6,0.7,0.5,46,1
Cc1ccc(C(=O)Oc2cccc(NC(=O)c3cccs3)c2)cc1S(=O)(=O)N1CCOCC1,9,58*,-7,-7,0.4,-0.22,0.5,46,1.4
Cc1ccccc1OCCCC(=O)Nc1ccccc1C(F)(F)F,-2,-122,4,4,2.2*,-0.37,0.7,32,0.9
Cc1noc(C)c1S(=O)(=O)N1CCC2(CC1)OCCO2,7,-7,-5,2,1.1,-0.66,0.9,12,1.1
c1ccc(-c2nc(NC3CC3)nc(-n3ccnc3)n2)cc1,-7,18,1,-12,0.8,2,0.9,11,0.9
CC(c1ccco1)N(C(=O)COc1ccccc1[N+](=O)[O-])c1ccccn1 (stereo not drawn),14,8,-2,0,0.9,0.37,0.6,40,0.9
O=C1c2ccccc2C(=O)N1CCC(c1ccc(F)cc1)c1ccco1 (stereo not drawn),0,38,-2,4,0.6,-0.87,0.6,38,1
Cc1ccc(CN(Cc2cc3cc4c(cc3[nH]c2=O)OCCO4)Cc2nnnn2Cc2ccco2)cc1,12,96*,4,-19,0,1.8,0.1,88*,1.6
C[N+]1(CCOc2ccc([N+](=O)[O-])cc2)CCOCC1,-1,-9,0,3,1.1,-0.62,1.1,-13,1.1
CCCC(=O)Nc1cc(C)c(NC(=O)c2ccccn2)cn1,-6,-3,-9,0,1,0.85,0.5,54*,1.3
CCOC(=O)c1c(NC(=O)c2ccc(Cl)s2)sc(C)c1C,·,7,·,·,0.9,·,1,0,1.1
CCc1ccc(NC(=O)CCNS(=O)(=O)c2cccc3nonc23)cc1,-1,55*,·,-2,0.4,-0.49,0.7,27,1.1
O=C(C1CCCN(S(=O)(=O)c2cccc3nsnc23)C1)N1CCc2ccccc21 (stereo not drawn),-2,74*,5,3,0.3,-0.3,0.5,52*,1
O=c1[nH]c2ccccc2n1CCCSc1cnc2ccccc2n1,5,85*,-10,-2,0.2,-0.79,0.4,63*,1.5
Cc1cc(C(=O)CSc2ccc(Cl)cc2)cc(C)c1OC(=S)N(C)C,-4,67*,-2,-14,0.3,-1.8,0.6,44,1
Cc1ccc2c(COC(=O)c3n[nH]c4ccccc34)cc(=O)oc2c1,-5,57*,·,-1,0.4,-0.37,0.9,12,1.2
COc1cccc(NC(=O)Nc2cccn(Cc3ccccc3)c2=O)c1,-10,44,0,-27,0.6,0,0.6,40,0.8
O=C(CNC(=O)c1ccccc1)OC(C(=O)Nc1cc(C(F)(F)F)ccc1Cl)c1ccccc1 (stereo not drawn),-1,-19,10,-7,1.2,-0.84,0.6,42,0.9
